Source: PubChem BioAssay
D2 agonist: D2 dopamine receptor (human) agonism. P14416. actives 0.53% (n = 340,000). AID 485358. activation, % at 2 µM. HEK293 T-REx D2 cells, calcium flux agonist mode;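 active means activation over 3 SD above normal in the single-dose calcium agonist read, cut at about 30% in these data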; further: 0% is about no effect
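Agonism scored from kinetic calcium signal (1 read/sec, 180 s) following compound pin transfer, after a 10 s baseline. Cells: HEK293 Trex line expressing inducible D2 receptor coupled to calcium, dye-loaded after overnight culture at 30 C.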
TRHR agonist: agonists of human TRH receptor. activation, % at 2 µM. TRHR cells, calcium flux fluo-8, FDSS agonist mode. actives 0.18% (n = 360,000); in the data active means activation above about 30%; further: 0% is about no effect
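Read-out: compound-evoked intracellular calcium rise in TRHR cells, fluo-8 dye, kinetic FDSS fluorescence at 1 s/cycle following a 10-cycle baseline. Cells cultured overnight before dye loading (30 min–1.5 h, RT).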
Pin1 inh: inhibitors of human Pin1. actives 0.009% (n = 390,000). Pin1 FP peptide displacement, HiFluor488, 10 min. Potency, µM (top dose mostly 115 µM), without a hit: at the highest dose activity, negative = inhibition, hits mostly inhibitors; active means well fitted inhibition curve with a large enough effect in the polarisation, with a control signal flat, not every such curve was filed as active; inconclusive means small, poorly fitted or top-dose-only effect, or effect the other way, or a change in a side signal; inactive means no such curve, though single readings can be large or run the other way; the % refers to the polarisation; further: potency means the concentration at half of the fitted maximal effect; on the % scale 0 is the no-effect control and ±100 the full control effect
Target sequence (Q13526 whole entry, looked up): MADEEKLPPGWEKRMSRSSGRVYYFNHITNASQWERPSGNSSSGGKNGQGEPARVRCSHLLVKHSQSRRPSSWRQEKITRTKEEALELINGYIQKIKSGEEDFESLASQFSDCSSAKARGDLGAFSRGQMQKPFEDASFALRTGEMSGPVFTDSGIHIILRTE
TrxR1 substrate: rat thioredoxin reductase 1 substrate activity; Potency, µM (top dose mostly 114 µM), for inactives: at the top dose activity change, negative = substrate turnover; actives 0.01% (n = 390,000); purified TrxR1 substrate turnover, NADPH consumption readout; AID 588456; O89049; further: potency means the concentration at half of the fitted maximal effect; on the % scale 0 is the no-effect control and ±100 the full control effect; nearly all actives have a fitted effect of over 50% in size
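Rat TrxR1, dispensed at 90 nM, was prereduced with 400 uM NADPH (final) for 5 min at ~22 deg C, then incubated with compound 15 min before 400 uM selenite. A first-read NADPH fluorescence drop versus no-compound background flagged substrates.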
IDH1 R132H inh: human IDH1 R132H inhibition | IDH1-R132H enzyme, NADPH consumption, diaphorase/resazurin fluorescence | Potency, µM (doses to about 76.6 µM), inactives show at the highest dose activity change, negative = inhibition, actives largely listed as inhibitors | actives 0.093% (n = 390,000) | AID 602179; further: potency means the concentration at half of the fitted maximal effect; on the % scale 0 is the no-effect control and ±100 the full control effect; nearly all actives have a fitted effect of over 65% in size
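IDH1-R132H (0.5 ug/mL) preincubated 30 min with compound, then NADPH (0.016 mM) and alpha-KG (2 mM) added; 80 min at RT, pH 7.5. Remaining NADPH coupled via diaphorase/resazurin to fluorescence (540/590 nm); concentration-response curves normalized to no-enzyme control.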
USP1 inh: blocks the human USP1/UAF1 deubiquitinase complex; O94782; recombinant USP1/UAF1, Ub-Rhodamine cleavage fluorescence; Potency, µM (series often up to 57.1 µM), for the others: top-dose activity change, negative = inhibition, most hits filed as inhibitors; actives 0.23% (n = 390,000); AID 743255; further: potency means the concentration at half of the fitted maximal effect; on the % scale 0 is the no-effect control and ±100 the full control effect; nearly all actives have a fitted effect of over 60% in size; inactives centre near -12
Target sequence (O94782 whole entry, looked up): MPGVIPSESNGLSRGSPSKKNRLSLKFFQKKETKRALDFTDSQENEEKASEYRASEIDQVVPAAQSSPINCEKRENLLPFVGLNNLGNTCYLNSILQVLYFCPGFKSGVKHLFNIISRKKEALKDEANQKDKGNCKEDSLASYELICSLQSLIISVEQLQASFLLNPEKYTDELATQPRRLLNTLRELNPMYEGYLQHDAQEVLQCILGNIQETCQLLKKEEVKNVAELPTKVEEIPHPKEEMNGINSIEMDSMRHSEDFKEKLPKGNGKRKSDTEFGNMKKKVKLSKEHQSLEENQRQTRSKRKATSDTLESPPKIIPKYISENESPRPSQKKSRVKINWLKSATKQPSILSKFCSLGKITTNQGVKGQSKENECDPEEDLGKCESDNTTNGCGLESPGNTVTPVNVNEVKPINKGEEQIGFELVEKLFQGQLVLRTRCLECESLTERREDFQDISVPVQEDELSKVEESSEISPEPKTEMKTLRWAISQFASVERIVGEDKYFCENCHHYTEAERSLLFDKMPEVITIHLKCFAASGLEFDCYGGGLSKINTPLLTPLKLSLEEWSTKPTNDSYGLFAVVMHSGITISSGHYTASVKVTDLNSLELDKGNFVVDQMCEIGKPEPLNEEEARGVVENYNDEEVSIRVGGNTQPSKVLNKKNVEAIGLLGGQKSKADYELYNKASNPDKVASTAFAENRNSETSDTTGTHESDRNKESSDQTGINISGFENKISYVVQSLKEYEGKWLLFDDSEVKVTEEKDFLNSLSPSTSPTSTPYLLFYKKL
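USP1/UAF1 complex (1 nM) preincubated 15 min at room temperature with compound, then Ub-Rho substrate (150 nM final) added. Kinetic fluorescence at 480/540 nm over 6 reads at 60 s intervals; 50 mM HEPES pH 7.8, 0.5 mM EDTA, 0.1 mg/ml BSA, 1 mM TCEP, 0.01% Tween-20.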
TrxR1 inh: inhibitors of rat thioredoxin reductase 1 | O89049 | recombinant rTrxR1, NADPH fluorescence consumption, selenite substrate | Potency, µM (highest dose often 114 µM), for inactives: at the top dose activity change, negative = inhibition, most hits filed as inhibitors | actives 1% (n = 390,000) | AID 588453; further: potency means the concentration at half of the fitted maximal effect; on the % scale 0 is the no-effect control and ±100 the full control effect; nearly all actives have a fitted effect of over 65% in size
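Rat TrxR1 (90 nM in the dispensed reagent) was pre-reduced with 400 uM NADPH for 5 min at room temperature, then incubated with compound for 15 min. After 400 uM selenite was added, NADPH fluorescence (Ex 340/Em 450 nm) was followed for 8 min.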
D2 antag: D2 dopamine receptor (human) antagonism | P14416 | HEK293 TREx D2 cells, calcium flux, dopamine EC80 | inhibition, % at 10 µM | actives 2% (n = 340,000) | AID 485344; in the data active means inhibition above about 30%; further: 0% is about no effect
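HEK293 T-REx D2 cells, tet-induced, calcium dye no-wash. Cpd pintool add, 180 s kinetic, then EC80 DA, 180 s kinetic. Ca flux read.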
TRHR enhancer: TRH receptor (human) allosteric enhancement; P34981; TRHR cells, fluo-8 calcium fluorescence, EC20 TRH enhancement; enhancement, % at 2 µM; actives 0.66% (n = 360,000); AID 493056; in the data active means enhancement above about 30%; further: 0% is about no effect
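Enhancer read-out: after compound pinning and an initial kinetic agonist-mode read, an EC20 of TRH (10 nM final) was injected and fluo-8 calcium signal (Ex 480/Em 530) followed at 1 s/cycle for 100 cycles in TRHR-expressing cells.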
An asterisk follows results filed as active; ? = inconclusive; nt = not tested or not shown; & = joins results of further samples; [ ] = another dose, or the depositor's remark. Unless noted, the call rests on the fitted dose curve; in most records, active means well fitted inhibition curve with a large enough effect; inconclusive means small, poorly fitted or top-dose-only effect; inactive means no such curve, though single readings can be large or run the other way. Only part of the results is shown; count on the stated rates, not on these rows.

SMILES | D2 agonist | TRHR agonist | Pin1 inh | TrxR1 substrate | IDH1 R132H inh | USP1 inh | TrxR1 inh | D2 antag | TRHR enhancer
COc1ccc(NC(=S)NNC(=O)Cn2nc([N+](=O)[O-])cc2C)cc1 | 1.2 | 0.1 | 2% | 6% | -3% | -3% | -15% | -3 | 2
CC(=O)N(C(C)=O)N1C(=O)/C(=C/c2ccc(Cl)cc2)SC1=S | 1.8 | 1.9 | -5% | -10%[57.1 µM] | ? | -11% | ? | 8 | -4
O=C(COc1ccc(F)cc1Cl)Nc1ccc(S(=O)(=O)Nc2nccs2)cc1 | 0.9 | -0.1 | 8% | -2% | -1% | -16% | 2% | 7 | 6
COc1ccc(CNC(=O)C(CCSC)NS(=O)(=O)c2ccc3c(c2)oc(=O)n3C)cc1 (stereo not drawn) | nt | 0.1 | -1% | -7%[57.1 µM] | 11% | -9% | 17%[57.1 µM] | nt | -2
COc1ccc(/C=C/C(=O)NCCSCc2ccco2)cc1OC | -1.1 | 0.0 | ? | 9% | -5% | -16% | ? | 25 | -4
Cc1ccccc1OCCSc1nc2ccc(NC(=O)c3cccc(F)c3)cc2s1 | -1.8 | -1.1 | 23% | 9% | -1% | -13% | 11% | nt | 3
COc1ccc(S(=O)(=O)Nc2ncccn2)cc1 | 0.3 | 0.3 | 1% | -5%[57.1 µM] | 3% | -13% | 6%[57.1 µM] | -5 | 8
O=C(CCSCc1cnn(-c2ccccc2)c1-n1cccc1)NCc1ccccc1F | 1.9 | 0.2 | 29% | 8% | -8% | -3% | 25% | nt | -1
CCc1ccccc1NC(=O)[C@H](Cc1ccccc1)N1Cc2ccccc2C1=O | -1.1 | 0.0 | ? | 4% | 4% | -22% | 24% | nt | 4
C=CCN(c1ccc(OC)cc1)S(=O)(=O)c1ccc(Cl)c(C(=O)OCC(=O)c2c(N)n(C)c(=O)n(C)c2=O)c1 | nt | nt | ? | -3% | 2% | -21% | 1% | nt | nt
O=c1cc(CSc2ccc(Cl)cc2)nc(-c2ccncc2)[nH]1 | 0.6 | -0.5 | 4% | -4%[57.1 µM] | -4% | -9% | -4%[57.1 µM] | -9 | 15
Cc1ccc(NC(=O)c2c(-c3ccccc3)noc2C)nc1 | -0.3 | 0.4 | ? | -6% | 1% | -11% | 4% | -18 | 6
O=C(Nc1nccs1)C1Cc2ccccc2CN1S(=O)(=O)c1ccc(F)cc1 (stereo not drawn) | -0.2 | -0.1 | -2% | -9% | 11% | -8% | -11% | 1 | 4
CC1Cc2ccccc2N1C(=O)c1ccc2c(c1)nnn2C (stereo not drawn) | -0.1 | 0.1 | 3% | 11%[57.1 µM] | 0% | -5% | -3% | -25 | 0
CCCCC(=O)NC1=NC(=O)C(C)(C)S1 | 0.4 | 0.9 | ? | 2% | 1% | -13% | 19% | -1 | 4
CC1(C)Oc2ccc3ccc(=O)oc3c2C(/C=N/O)C1=O (stereo not drawn) | 3.7 | 0.2 | 2% | 6% | -2% | -7% | 8% | -9 | -5
CCCn1c(C(O)c2ccc(C)cc2)nc2ccccc21 (stereo not drawn) | -1.0 | -1.0 | 1% | -2% | 13% | -11% | 2% | 2 | 5
CC(=O)c1cccc(NC(=O)C(C)OC(=O)Cc2c[nH]c3ccccc23)c1 (stereo not drawn) | 0.3 | -0.8 | 0% | -10% | -2% | -13% | -4% | -10 | -3
CC(C)CCNC(=O)C(=O)Nc1ccc2c(c1)N(S(=O)(=O)c1cccs1)CCC2 | -0.2 | -0.7 | 2% | -2%[57.1 µM] | 4% | -8% | 8%[57.1 µM] | nt | 5
N/N=C(\c1ccccc1)c1cc(Cl)ccc1N | 0.3 | -0.9 | -1% | 0% | 0% | -20% | 17% | -11 | -16
COC(=O)c1ccc(SC)cn1 | 0.6 | 0.2 | -1% | -3%[57.1 µM] | 7% | -10% | 9%[57.1 µM] | 24 | 0
CCCCNC(=O)C1CCC(CNS(=O)(=O)c2ccc(Cl)cc2)CC1 (stereo not drawn) | -0.9 | -1.3 | 6% | -8%[57.1 µM] | 8% | -15% | 7%[57.1 µM] | nt | 2
O=C(Nc1sc2c(c1C(=O)Nc1cccc(Cl)c1)CCCC2)c1cccs1 | 0.1 | -2.1 | -2% | 3% | 5% | -3% | 4% | nt | -2
CCOC(=O)C1C(C(=O)OC)=C(C(=O)OC)c2ccccc2N1S(=O)(=O)C(F)(F)F (stereo not drawn) | nt | nt | -3% | 7% | -2% | -18% | 2% | nt | nt
O=c1[nH]nnc2c1sc1nc(N3CCOCC3)c3c(c12)CCCC3 | nt | nt | 3% | -5% | -2% | -2% | -8% | nt | nt
Other structures
SMILES | D2 agonist | TRHR agonist | Pin1 inh | TrxR1 substrate | IDH1 R132H inh | USP1 inh | TrxR1 inh | D2 antag | TRHR enhancer
COc1ccc2[nH]c3c(c2c1)CCN1C(=O)C(CC(=O)NCCCn2ccnc2)C[C@H](C(=O)N2CCCCC2)[C@@]31CCc1ccccc1 (stereo partly drawn) | nt | nt | 3% | -4% | -10% | -14% | 5% | nt | nt
COc1ccc(C2CC(c3ccccc3)Nc3nc(NC(=O)c4cccs4)nn32)cc1 (stereo not drawn) | 0.4 | -0.3 | 4% | -6% | -4% | 5% | -12% | 12 | 7
O=C(Nc1cccc2ccccc12)N1CCN(c2ccccc2)CC1 | -0.6 | 0.0 | 4% | 16%[57.1 µM] | 6% | 3% | 12%[57.1 µM] | 6 | -2
CCN1CCN(CCCNC(=O)C2CCCN(c3nc4c(C)cc(C)cc4s3)C2)CC1 (stereo not drawn) | 0.4 | 0.5 | -5% | 6%[57.1 µM] | -3% | -5% | -3%[57.1 µM] | -15 | 4
CCOC(=O)C[C@H]1c2cc(F)ccc2S(=O)(=O)N1C1CCCCC1 | nt | nt | -5% | 5%[57.1 µM] | -7% | -24% | 17%&15% | nt | nt
CCOC(=O)c1ccccc1NC(=O)COC(=O)CCNS(=O)(=O)c1cccs1 | 1.9 | -0.1 | -1% | 0% | 2% | -14% | -13% | 4 | -4
O=C(NNC(=O)C1[C@H]2CCCC[C@@H]12)NC1CCCCC1 (stereo partly drawn) | 1.3 | 0.1 | -1% | 8% | 1% | -7% | 25% | -10 | 5
CC1(C)Oc2ccc(C(=O)NC3CCCC3)cc2N(CC(=O)NC2CCCC2)C1=O | 0.2 | 0.5 | -10% | 2% | 0% | -6% | 10% | 11 | 8
C=CCNC(=S)N1CCC(Cc2ccccc2)CC1 | nt | -0.4 | -7% | 4% | 5% | -15% | 15% | nt | 5
COc1ccc2nc(NC(=O)c3sc4nc(C)cc(C)c4c3N)sc2c1 | -0.4 | -0.4 | 15% | 15% | 0% | -10% | 19% | -7 | 8
O=C1CC(N(CCc2ccccc2)C(=S)Nc2ccccc2)C(=O)N1c1ccc(F)cc1 (stereo not drawn) | 1.0 | 0.5 | ? | -13% | 3% | -7% | -1% | 7 | -1
Cn1nnc(NC(=O)/C=C/c2ccco2)n1 | -0.9 | -0.2 | -2% | -6%[57.1 µM] | 11% | -6% | -57% | -5 | -4
CC(C)OC(=O)c1cccnc1N1CCN(c2cccc(Cl)c2)CC1 | -0.6 | 0.1 | ? | 5% | 0% | -24% | 18% | 0 | 14
O=C(c1ccccc1)c1c[nH]cc1-c1ccccc1 | -1.1 | -2.4 | 4% | 1% | 3% | 0% | 19% | 1 | -9
O=C(CSc1nc2ccccc2[nH]1)Nc1nc(-c2ccccc2)c(-c2ccccc2)o1 | -0.6 | 0.9 | -3% | 13% | 1% | -5% | ? | -5 | -5
COc1ccc(Cn2ccc3nc(C)c(C(=O)Nc4ccc(F)cc4)cc3c2=O)cc1 | 0.7 | 0.0 | 4% | -1%[57.1 µM] | -19% | -10% | 3%[57.1 µM] | nt | 2
CCc1cc2c(cc3c(=O)n(CC(=O)N4CCN(c5cc(Cl)ccc5C)CC4)ncn32)s1 | -0.2 | 0.3 | 3% | 6% | -3% | 11% | 18% | nt | 5
Cc1ccc(C(=O)N2CCC3(CC2)NCCc2[nH]cnc23)cc1C | 0.5 | 1.2 | -10% | 6% | 0% | -15% | 12% | -8 | 11
CCN(CCCNC(=O)CCc1nc(-c2ccc(C)cc2)no1)c1cccc(C)c1 | -1.0 | -0.2 | -5% | 0%[57.1 µM] | 2% | -20% | 9%[57.1 µM] | 15 | 0
C=CCN1C(=O)C2(OCCCO2)c2cc(Cl)ccc21 | -0.7 | 0.0 | -3% | -1% | 3% | -11% | 20% | -1 | -3
CCN(C(=O)COC(=O)c1cccc(S(=O)(=O)N(C)C)c1)c1c(N)n(Cc2ccccc2)c(=O)[nH]c1=O | nt | nt | 1% | 0% | -5% | -6% | 20% | nt | nt
O=C(NC(=O)c1ccc(F)cc1F)Nc1ccc(Cl)cc1 | 0.6 | 0.6 | 0% | 4% | 5% | ? | 18% | -4 | 3
N#Cc1cccc(NC(=O)COc2ccc(-n3ccnc3)cc2)c1 | 0.4 | -0.2 | -3% | -6% | 9% | -19% | -14% | -4 | 16
COc1ccc(C(=O)Nc2c(Cl)cc(Cl)cc2C(=O)N2CCOCC2)cc1 | -0.3 | -0.4 | 0% | 10% | 8% | -20% | 17% | -4 | -2
Cc1nc2cc(-c3ccccc3)nn2c(C)c1CCC(=O)N1CCN(c2ccccc2)CC1 | 0.2&-1.5 | 0.0&-0.2 | -8%&-3% | 2%&3% | -2%&-5% | -16%&-16% | 25%&16% | -25 | 3&10

Results in USP1 inh and D2 agonist, for some of the entries so far:
| SMILES | USP1 inh | D2 agonist |
| --- | --- | --- |
| CC1(C)Oc2ccc(C(=O)NC3CCCC3)cc2N(CC(=O)NC2CCCC2)C1=O | -6% | 0.2 |
| C=CCNC(=S)N1CCC(Cc2ccccc2)CC1 | -15% | nt |
